Bioassay records as filed in PubChem BioAssay.
Diaph inh CS: diaphorase inhibitors and chemical oxidizers, primary screen, counter-screen for diaphorase-coupled primary assays, biochemical, uHTS, resorufin fluorescence | inhibition, % at 20 µM | diaphorase resazurin-to-resorufin fluorescence, NADH, 16 min; bacterial (C. kluyveri) enzyme, not human | AID 1217, 2008 | actives 0.69% (n = 190,000);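 active = primary screen inhibition at 20 µM above a set limit, cut at about 50% in these data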;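 note: plate controls were DMSO with full reaction for no effect and wells lacking NADH for full effect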
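Benchmarks: positive control wells lacking NADH, neutral wells with DMSO only. System: bacterial diaphorase enzyme (C. kluyveri). Input: 0.14 U/mL diaphorase, enzyme working solution. Detection: resorufin fluorescence, excitation 544 nm, emission 590 nm. Times: 16-min room-temperature incubation before reading.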
L major viab: Leishmania major promastigote growth inhibition, primary screen; AID 1063, 2008; actives 9% (n = 200,000); Leishmania major promastigotes, resazurin fluorescence viability; inhibition, % at 10 µM;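 note: promastigotes grown with compound for 44 hours at 28 °C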
G6PDH counter: L. mesenteroides G6PDH inhibitors, counter-screen for G6PDH-coupled screening assays, biochemical, Leuconostoc mesenteroides enzyme. actives 0.12% (n = 200,000). glucose-6-phosphate dehydrogenase [Leuconostoc mesenteroides]. inhibition, % at 5 µM. Purified L. mesenteroides G6PDH, diaphorase/resazurin coupled fluorescence, 45 min
DTT redox prof: compounds producing H2O2 with reducing agent – biochemical, NIH compound library profiling, artefact control for MLSCN library redox annotation, primary screen; AID 878, 2007; DTT-dependent redox cycling H2O2, phenol red/HRP absorbance; 100% = 100 µM peroxide control, 0% = buffer; actives 0.03% (n = 200,000); activation, % at 10 µM;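 active = activation of at least 50% relative to the plate's high and low controls in the primary single-dose screen; inactive = activation below 50%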;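 note: compound incubated with DTT at 0.8 mM final as the reducing agent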
PMI act hi M6P: human PMI activators, high substrate, primary screen, biochemical, fluorescence intensity, near-saturating mannose 6-phosphate; coupled PMI enzyme assay, resazurin fluorescence, 20 min; stronger effect = higher value; 1 = untreated enzyme, 0 = substrate-free blank; activation factor at 20 µM; Mannose-6-phosphate isomerase (Homo sapiens), P34949; actives 0.34% (n = 190,000);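 active = activation factor of 2 or more at 20 µM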
Target sequence (P34949 whole entry, looked up): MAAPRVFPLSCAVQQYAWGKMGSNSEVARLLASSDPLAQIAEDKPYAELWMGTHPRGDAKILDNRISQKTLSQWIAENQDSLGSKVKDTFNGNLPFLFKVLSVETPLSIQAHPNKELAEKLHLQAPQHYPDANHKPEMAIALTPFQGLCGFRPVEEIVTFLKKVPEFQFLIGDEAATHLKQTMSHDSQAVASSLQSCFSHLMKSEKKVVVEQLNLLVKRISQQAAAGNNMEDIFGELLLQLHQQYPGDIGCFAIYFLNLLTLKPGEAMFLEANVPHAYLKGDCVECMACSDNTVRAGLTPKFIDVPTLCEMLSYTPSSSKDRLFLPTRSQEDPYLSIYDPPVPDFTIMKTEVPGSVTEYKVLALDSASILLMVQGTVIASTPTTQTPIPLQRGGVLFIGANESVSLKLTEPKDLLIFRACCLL
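assay system = human phosphomannose isomerase with PGI, G6PDH, diaphorase coupling enzymes | quantity = 15 ng/mL PMI | incubation = enzyme reaction with compound 20 min at room temperature | medium = HEPES pH 7.4 buffer with MgCl2 and Tween-20 | compound dosing = one concentration, 20 µM, in 1% DMSO | measured by = Diaphorase-driven resazurin-to-resorufin fluorescence, excitation 544, emission 590 nm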
RAM inhibit: inhibitors of the yeast RAM network, primary screen, dse1pr::URA3 reporter, 5-FOA selection; S. cerevisiae dse1pr::URA3 reporter, 5-FOA growth OD615, 2 d; analog-sensitive cbk1-as2 kinase mutant strain; AID 868, 2007; actives 1.8% (n = 190,000); inhibition, % at 50 µM;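 active = inhibition above a set limit, 3 SD over mean compound inhibition, cut at about 8.4% in these data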;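 note: 0% = DMSO-only wells with no growth and 100% = 10 µM 1-NA-PP1 full growth; inhibition rescues growth on 5-FOA so higher OD means more RAM inhibition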
Diaphorase act: compounds boosting diaphorase resazurin reduction – biochemical, uHTS, resorufin fluorescence, counter-screen for diaphorase-coupled primary assays, primary screen | Diaphorase/resazurin coupled assay, 16 min; stronger effect = higher value; 1 = vehicle wells, 0 = NADH-free wells | activation factor at 20 µM | actives 0.005% (n = 190,000) | AID 1229, 2008;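 active = diaphorase activity raised at least twofold by the compound at 20 µM; inactive = activation factor below 2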
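Assay system: bacterial diaphorase enzyme (C. kluyveri) / Input: enzyme 0.07 U/mL final / Medium: 50 mM HEPES pH 7.4 with 4.542 mM MgCl2, 0.005% Tween 20 / Doses: single compound dose of 20 µM, 1% DMSO final / Incubation: 16 min enzyme reaction, ambient temperature / Signal: fluorescence, excitation 544 nm and emission 590 nm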
TLR4-MyD88 BLA: inhibitors of TLR4-MyD88 association in cells, primary screen, cell-based, HeLa CL3-4, BLA complementation, FRET ratio. inhibition, % at 8.4 µM. HeLa CL3-4 TLR4/MyD88 BLA complementation. actives 0.18% (n = 200,000). Toll-like receptor 4 (Homo sapiens) + Myeloid differentiation primary response protein …; in the data active = inhibition above about 25%;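 note: 0% = vehicle and 100% = reference inhibitor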
PMI act: activators of human PMI, primary screen, biochemical, fluorescence intensity, near-Km mannose 6-phosphate; purified human PMI, coupled resazurin fluorescence, 20 min; stronger effect = higher value; 1 = vehicle control, 0 substrate-free wells; activation factor at 20 µM; actives 0.005% (n = 190,000); AID 1214, 2008;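 active = activation factor of 2 or more at 20 µM, relative to plate controls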
S1P3 antag: S1P3 receptor antagonists, primary screen, cell-based; Sphingosine 1-phosphate receptor 3 (Homo sapiens), Q99500; CHO S1P3 NFAT-BLA reporter, FRET fluorescence, antagonist mode; inhibition, % at 4.98 µM; actives 0.27% (n = 170,000); AID 485, 2006;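 active = inhibition above the plate cutoff, the mean inhibition of test wells on that plate plus 3 SD, cut at about 28% in these data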;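 note: cells challenged with S1P at its EC80 of 0.8 µM; blue over green emission ratio from cleaved BLA substrate after 4 h stimulation; 0% = S1P-stimulated wells and 100% = unstimulated DMSO-only wells; some compounds past the cut are filed as inactive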
Target sequence (Q99500 whole entry, looked up): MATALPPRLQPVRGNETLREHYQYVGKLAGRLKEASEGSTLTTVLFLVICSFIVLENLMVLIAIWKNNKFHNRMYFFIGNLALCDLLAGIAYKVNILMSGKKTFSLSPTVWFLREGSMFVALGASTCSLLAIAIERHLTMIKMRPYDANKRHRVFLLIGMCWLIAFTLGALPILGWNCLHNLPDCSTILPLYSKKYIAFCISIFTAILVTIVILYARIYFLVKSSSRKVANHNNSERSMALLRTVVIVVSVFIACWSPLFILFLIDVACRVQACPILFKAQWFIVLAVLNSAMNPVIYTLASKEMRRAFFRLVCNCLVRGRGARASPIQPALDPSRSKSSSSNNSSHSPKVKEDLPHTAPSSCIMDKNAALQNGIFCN
Hsp70 act: Hsp70 transcriptional activators, primary screen, cell-based, HeLa, Hsp70 promoter luciferase, luminescence, 10 µM; actives 0.04% (n = 200,000); AID 1203, 2008; activation, % at 10 µM; HeLa Hsp70 promoter luciferase reporter; scaled: vehicle 0, proteasome-inhibitor control 100%;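 active = activation above the mean across all tested compounds plus 3 SD, cutoff set per campaign, cut at about 5.5% in these data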;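 note: 100% = MG132 at 30 µM as the positive control and 0% = DMSO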
Numbers without * were called inactive; / = no result given. Cut-off read from the data, not from the text of the source, unless noted: active = inhibition above about 50%; inactive = the rest.

SMILES	Diaph inh CS	L major viab	G6PDH counter	DTT redox prof	PMI act hi M6P	RAM inhibit	Diaphorase act	TLR4-MyD88 BLA	PMI act	S1P3 antag	Hsp70 act
COC(=O)CC/C(C)=N\Nc1ccc([N+](=O)[O-])cc1[N+](=O)[O-]	14.2	-7.3	2.0	-3.8	1	0.9	0.9	-4.7	1	/	-0.6
CC1(C)CC(=O)C2=C(C1)N(Cc1ccco1)C(=O)C2(O)C(F)(F)F (stereo unspecified)	9.7	33.5	9.6	-0.7	1.1	-0.3	0.9	15.5	1.1	/	-0.1
Cc1ccc(NC(=O)CCS(=O)(=O)c2ccc(Br)cc2)nc1	15.9	-3.0	3.6	-0.7	1	3.5	0.8	-3.5	1	-17.9	-0.1
C=CCNc1nnc(SC2CC(=O)N(c3ccc(OC)cc3)C2=O)s1 (stereo unspecified)	12.9	-5.8	3.8	0.0	1.2	0.3	0.9	-3.1	1.1	/	-0.2
Cc1ccc(-c2nc3ncccc3o2)cc1NC(=O)Cc1ccc(Cl)cc1	-11.6	-5.8	5.6	1.5	1.1	0.8	1.1	1.9	1.1	9.4	-0.3
CCOc1ccc(S(=O)(=O)NCC2CCCO2)cc1 (stereo unspecified)	5.0	4.7	1.1	0.7	1.1	-0.5	0.9	-5.2	1	/	-0.3
CCC(C)NC(=O)CC(NS(=O)(=O)c1ccc(C)cc1)c1ccc(OC)cc1 (stereo unspecified)	-3.2	2.5	-2.4	0.4	1.1	0.7	1	-8.0	1.1	-8.7	-0.4
O=C(NCC1CCCO1)c1ccc2c(c1)OCO2 (stereo unspecified)	11.7	-8.3	18.8	0.5	0.9	2.2	0.9	-4.5	0.9	17.0	0.3
Cc1nn(Cc2ccc(C(=O)O)o2)c(C)c1[N+](=O)[O-]	13.2	-4.1	13.0	-0.7	0.9	0.0	0.9	-0.6	0.9	-2.9	-0.5
CCC1CCCCN1C(=O)Cn1c(C(=O)OC)cc2ccsc21 (stereo unspecified)	7.8	8.4	10.1	0.3	1.1	0.3	0.9	1.1	1.1	-24.3	-0.5
Cc1nn(Cc2ccc([N+](=O)[O-])cc2)c(=O)n1-c1c(F)cccc1F	4.2	0.1	2.9	1.5	1	-0.2	1	-6.2	1	/	-0.3
Nc1cc(N)nc(SCC(=O)Nc2ccccc2)n1	11.1	-3.7	12.4	0.3	0.9	1.2	0.9	9.1	0.9	/	-0.3
O=C(NCC1CCCN(Cc2ccccc2F)C1)c1cccc(C(F)(F)F)c1 (stereo unspecified)	0.8	61.3*	7.9	-1.5	1	0.9	1	-3.5	0.9	-0.4	0.1
CCN(CC)CCCOC(=O)C1(c2ccccc2)CCCC1	4.2	99.1*	5.7	0.4	1	1.0	1	4.1	1	/	-0.4
Cc1ccc(-c2cc3cccc[n+]3cc2-c2ccc(C)cc2)cc1	-3.8	100.3*	-3.1	-0.5	1	-0.3	1	13.3	1	-2.9	-0.2
Cc1c(Cl)cccc1NC(=S)NCc1cccn1C	12.5	-0.2	2.6	-0.1	1	-1.3	0.9	8.9	1.1	-9.6	0.5
O=C(c1cc(F)ccc1F)C1CCCN(C(=O)c2ccco2)C1 (stereo unspecified)	14.5	0.1	13.5	-0.9	1	1.1	0.9	-2.9	1	2.7	0.0
O=C(Cn1ncc2c(=O)oc3ccccc3c21)NCc1cccnc1	3.5	8.1	3.1	0.6	1	-0.1	1	0.9	1.1	11.2	0.1
O=C(NC1CC2CCCC(C1)N2C(=O)NC1CCCCC1)c1ccccc1 (stereo unspecified)	3.1	-2.4	-1.0	0.0	1	0.1	1	-2.6	1	-14.4	-0.4
Cc1ccc(-c2cc(-c3ccccc3O)nc(N/N=C/c3cccnc3)n2)cc1	2.8	12.7	-3.6	-3.8	1.1	7.0	1	13.3	1	/	-0.2
COc1ccccc1/C=C1\SC(=S)N(N2C(=O)CCCC2=O)C1=O	21.9	3.2	-2.1	-0.7	0.9	7.1	0.8	-11.5	0.9	-25.1	-0.1
Cc1onc(-c2c(F)cccc2Cl)c1C(=O)OCC(=O)NC1CC1	11.9	-10.3	-4.6	-0.7	1	1.5	0.9	-4.0	1	-11.4	-0.3
C=CCN=C1CCCc2c1[nH]c1ccc(C)cc21	3.9	18.4	-3.7	-0.5	0.9	0.2	1	-7.6	1	1.4	-0.3
CCCOc1ccc(-c2cnc(SCC(N)=O)nc2N)cc1	5.0	3.2	7.0	0.5	1	1.2	0.9	1.4	0.8	21.8	-0.3
CS(=O)(=O)Nc1ccc(C(=O)NC2CCCC2)cc1	5.7	-1.3	7.7	1.7	1.1	-0.5	0.9	-3.3	1	-8.8	-0.5
O=C1CC(c2ccccc2F)C2=C(COC2=O)N1 (stereo unspecified)	-3.6	-6.6	5.2	-0.8	1	1.0	1	-1.7	1.1	-42.1	-0.1
CCc1ccc(-c2nn(Cc3ccccc3)cc2/C=C/C(=O)O)cc1	0.0	-9.2	2.8	0.4	0.9	5.7	1	-1.9	0.9	/	0.2
CCOC1(NC(=O)c2ccccc2)C(C)=CC(=O)C=C1C	9.5	4.6	8.4	-0.2	0.5	3.5	0.9	11.7	0.8	-5.2	-0.2
COc1ccc(/C=C/C(=O)c2c(O)c(OC)c3occc3c2OC)cc1	34.3	38.8	18.9	-0.7	0.7	12.2*	0.7	-3.4	0.8	-5.0	0.4
CC(C(=O)c1ccccc1)n1cnc2ccccc2c1=O (stereo unspecified)	11.7	-0.2	2.0	-0.9	0.8	0.7	0.9	-3.1	0.8	-0.8	-0.1
CNC(=O)c1oc(-c2ccc(Cl)cc2)nc1C	7.4	-9.4	10.9	0.1	0.9	0.4	0.9	0.8	0.9	-8.6	-0.1
CCCCOc1cccc(C(=O)O)c1	5.2	-9.2	4.4	2.7	1	0.0	0.9	6.3	0.9	4.7	-0.6
Cc1nn(C(=O)CNC(=O)c2ccccc2)c(C)c1C	-10.4	-8.3	-2.6	-0.2	1.1	1.9	1.1	2.4	1.1	14.6	0.4
COc1cccc(NC(=O)CSc2nnc(-c3cc(-c4ccccn4)nc4ccccc34)o2)c1	-0.7	2.9	-12.1	2.6	0.9	1.0	1	7.3	0.9	-3.9	0.0
CCN(CC)C1CC(=O)N(c2cccc(C)c2)C1=O (stereo unspecified)	3.8	-0.9	6.1	-0.9	1	0.9	1	7.3	0.9	-41.5	0.0
CCNS(=O)(=O)c1cc(S(C)(=O)=O)ccc1Cl	5.1	-3.2	5.9	1.0	1	3.9	0.9	6.7	1	-11.9	0.2
CCC(=O)Nc1nc(CC(=O)Nc2ccccc2)cs1	0.6	-5.4	0.6	0.0	1	-0.1	1	-15.6	0.9	0.1	-0.3
Cc1occc1-c1nc(-c2ccccn2)no1	23.5	-2.4	9.6	3.4	0.9	-0.9	0.8	-7.7	1	-0.4	-0.3
N#Cc1nc(Cc2ccccc2)oc1N1CCN(c2ccccc2)CC1	19.5	-4.2	-5.4	0.2	0.9	4.5	0.8	15.8	0.8	-13.4	-0.2
CCOC(=O)c1ccc(COC(=O)c2nonc2N)cc1	5.1	-3.1	-1.3	-0.1	1	0.0	0.9	1.0	1.1	17.3	0.1
CC(C)NC(C(=O)Nc1cc(Cl)cc(Cl)c1)c1ccccc1 (stereo unspecified)	3.2	11.4	-4.8	0.1	1	-0.5	1	3.6	0.9	/	-0.4
Cc1nc2cc(NC(=O)N3CCCC3)ccc2n1C	7.6	-4.0	6.5	-0.3	1	1.4	0.9	-4.1	0.9	-5.6	-0.1
COC(=O)C1=NNC2(c3ccc(Cl)cc3)C(=O)N(c3ccc(Cl)cc3)C(=O)C12 (stereo unspecified)	12.8	-5.4	-8.8	0.1	1	2.7	0.9	0.7	0.9	-5.7	-0.4
CCOC(=O)c1ccccc1NC(=O)CN(c1ccc(OCC)cc1)S(C)(=O)=O	/	27.2	11.8	-1.4	/	1.4	/	-0.7	/	-10.0	-0.2
COc1ccc(C2=NN(CN3C(=O)C(=O)c4ccccc43)C(c3ccc(C)cc3)C2)cc1 (stereo unspecified)	12.5	42.5	0.5	0.0	1	4.9	0.9	-10.1	1	/	-0.2
O=C(CNC(=O)c1ccccc1)OCc1cccc([N+](=O)[O-])c1	15.2	56.2*	-12.3	-0.3	1	0.1	0.8	-14.3	0.9	-8.9	-0.5
O=C(CCc1ccccc1)OCCN1CCOCC1	14.8	5.3	18.7	2.1	0.9	-0.3	0.9	-3.1	0.9	-6.2	0.0

A second format for part of the listing above.
> N#Cc1nc(Cc2ccccc2)oc1N1CCN(c2ccccc2)CC1
  Diaph inh CS: 19.5
  L major viab: -4.2
  G6PDH counter: -5.4
  DTT redox prof: 0.2
  PMI act hi M6P: 0.9
  RAM inhibit: 4.5
  Diaphorase act: 0.8
  TLR4-MyD88 BLA: 15.8
  PMI act: 0.8
  S1P3 antag: -13.4
  Hsp70 act: -0.2

> Cc1nc2cc(NC(=O)N3CCCC3)ccc2n1C
  Diaph inh CS: 7.6
  L major viab: -4.0
  G6PDH counter: 6.5
  DTT redox prof: -0.3
  PMI act hi M6P: 1
  RAM inhibit: 1.4
  Diaphorase act: 0.9
  TLR4-MyD88 BLA: -4.1
  PMI act: 0.9
  S1P3 antag: -5.6
  Hsp70 act: -0.1

> O=C(CNC(=O)c1ccccc1)OCc1cccc([N+](=O)[O-])c1
  Diaph inh CS: 15.2
  L major viab: 56.2*
  G6PDH counter: -12.3
  DTT redox prof: -0.3
  PMI act hi M6P: 1
  RAM inhibit: 0.1
  Diaphorase act: 0.8
  TLR4-MyD88 BLA: -14.3
  PMI act: 0.9
  S1P3 antag: -8.9
  Hsp70 act: -0.5
